G9a block – qHTS Assay for Inhibitors of Histone Lysine Methyltransferase G9a; G9a H3K9 monomethylation, AlphaScreen, 2 h; Potency, µM (doses to about 102 µM), inactives show at the top dose activity, negative = inhibition, most hits filed as inhibitors; 350,000 compounds, 8.8% hits; AID 504332, 2011; also: potency is read from the fitted curve at half-maximal effect; % is scaled to controls: 0 for no effect and ±100 for the full control effect; nearly all actives have a fitted effect of over 75% in size
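G9a (20 nM) was preincubated 15 min with compound, then reacted 2 h at room temperature with 500 nM biotin-H3K9 peptide and 20 µM SAM. Monomethyl-H3K9 detected by AlphaScreen using anti-H3K9me1 antibody.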
PGK inhibitor – qHTS Assay to Find Inhibitors of Phosphoglycerate Kinase; Phosphoglycerate kinase, glycosomal (Trypanosoma brucei brucei), P07378; PGK/GAPDH coupled, Kinase-Glo luminescence, 60 min; Potency, µM (series often up to 57.5 µM), for the others: at the highest dose activity change, negative = inhibition, usual class: inhibitors; 380,000 compounds, 0.043% hits; AID 602233, 2012; also: potency is read from the fitted curve at half-maximal effect; % is scaled to controls: 0 for no effect and ±100 for the full control effect; nearly all actives have a fitted effect of over 60% in size
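Recombinant glycosomal PGK reaction used 1,3-bisphosphoglycerate generated in-well by GAPDH (100nM final) in 100mM TEA pH 7.6, 5mM MgCl2, 0.01% Tween-20. After 60 minutes at room temperature, ATP was read by Kinase-Glo Plus luminescence end-point.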
HP1b chromo inh – HTS for Inhibitors of HP1-beta Chromodomain Interactions with Methylated Histone Tails; Chromobox protein homolog 1 (Homo sapiens), P83916; AlphaScreen HP1-beta / biotin-H3K9me3 peptide binding; Potency, µM (top dose mostly 114 µM), without a hit: at the highest dose activity change, negative = inhibition, usual class: inhibitors; 390,000 compounds, 0.56% hits; also: potency is read from the fitted curve at half-maximal effect; nearly all actives have a fitted effect of over 70% in size; inactives centre near 23
Target sequence (P83916 whole entry, looked up): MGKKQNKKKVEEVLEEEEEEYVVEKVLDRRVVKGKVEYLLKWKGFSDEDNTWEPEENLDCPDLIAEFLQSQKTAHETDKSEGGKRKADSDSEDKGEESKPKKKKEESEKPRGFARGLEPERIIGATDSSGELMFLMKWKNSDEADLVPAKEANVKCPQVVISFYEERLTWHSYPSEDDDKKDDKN
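AlphaScreen: HP1-beta (50 nM) preformed 30 min with biotin-H3(1-18)K9me3 peptide (50 nM) in PBS pH 7.4, 0.01% Tween-20. Compound added for 30 min at RT, then streptavidin donor/nickel chelate acceptor beads (10 ug/mL) for 30 min.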
JMJD2A Tudor inh – qHTS Assay for Inhibitors of JMJD2A-Tudor Domain | Lysine-specific demethylase 4A (Homo sapiens), O75164 | AlphaScreen JMJD2A-Tudor / H3K4me3 peptide binding | Potency, µM (doses to about 114 µM), for inactives: at the highest dose activity change, negative = inhibition, most hits filed as inhibitors | 390,000 compounds, 4.4% hits; also: potency is read from the fitted curve at half-maximal effect; % is scaled to controls: 0 for no effect and ±100 for the full control effect; nearly all actives have a fitted effect of over 50% in size
GLS inhibitor – qHTS for Inhibitors of Glutaminase (GLS); GLS enzymatic activity, qHTS titration; Potency, µM (highest dose often 45.5 µM), for inactives: at the top dose activity change, negative = inhibition, hits mostly inhibitors; Glutaminase kidney isoform, mitochondrial (Homo sapiens), O94925; 410,000 compounds, 0.21% hits; also: potency is read from the fitted curve at half-maximal effect; % is scaled to controls: 0 for no effect and ±100 for the full control effect
Target sequence (O94925 whole entry, looked up, canonical isoform): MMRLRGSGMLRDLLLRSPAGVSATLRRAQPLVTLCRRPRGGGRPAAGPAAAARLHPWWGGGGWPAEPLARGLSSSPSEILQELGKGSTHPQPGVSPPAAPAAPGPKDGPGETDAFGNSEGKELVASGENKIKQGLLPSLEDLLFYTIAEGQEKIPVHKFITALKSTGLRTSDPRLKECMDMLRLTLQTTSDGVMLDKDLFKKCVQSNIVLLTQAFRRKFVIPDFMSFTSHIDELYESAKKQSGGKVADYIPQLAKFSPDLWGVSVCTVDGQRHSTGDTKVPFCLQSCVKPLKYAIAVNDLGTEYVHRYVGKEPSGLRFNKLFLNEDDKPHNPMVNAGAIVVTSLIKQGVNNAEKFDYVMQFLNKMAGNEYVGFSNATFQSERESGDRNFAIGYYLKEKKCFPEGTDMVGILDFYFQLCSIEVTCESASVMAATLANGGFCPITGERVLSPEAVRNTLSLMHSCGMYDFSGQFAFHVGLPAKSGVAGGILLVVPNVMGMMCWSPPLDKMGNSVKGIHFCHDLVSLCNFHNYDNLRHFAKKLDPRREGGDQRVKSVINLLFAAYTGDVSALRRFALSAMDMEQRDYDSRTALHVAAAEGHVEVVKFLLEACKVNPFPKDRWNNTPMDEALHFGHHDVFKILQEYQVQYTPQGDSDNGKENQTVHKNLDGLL
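Read-out is an Amplex red fluorescence increase coupled through glutamate oxidase and HRP, measured before and after 30 min room-temperature incubation. hKGA is in 45 mM KH2PO4 (pH 8.2) with 0.02% Tween-20; glutamine added as 1mM solution.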
Pin1 inh – qHTS Assay to Find Inhibitors of Pin1; Pin1 FP peptide displacement, HiFluor488, 10 min; Potency, µM (top dose mostly 115 µM), for the others: at the highest dose activity, negative = inhibition, actives largely listed as inhibitors; 390,000 compounds, 0.009% hits; active = well fitted inhibition curve with a large enough effect in the polarisation, with a control signal flat, not every such curve was filed as active; inconclusive = small, poorly fitted or top-dose-only effect, or effect the other way, or a change in a side signal; inactive = no such curve, though single readings can be large or run the other way; the % refers to the polarisation; also: potency is read from the fitted curve at half-maximal effect; % is scaled to controls: 0 for no effect and ±100 for the full control effect
Target sequence (Q13526 whole entry, looked up): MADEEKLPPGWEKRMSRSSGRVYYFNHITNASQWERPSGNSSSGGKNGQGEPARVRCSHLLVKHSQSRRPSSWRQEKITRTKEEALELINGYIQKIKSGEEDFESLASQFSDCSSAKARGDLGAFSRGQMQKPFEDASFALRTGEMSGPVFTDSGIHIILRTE
PI4K2A block – qHTS for small molecular inhibitors of PI4K2A; purified PI4K2A, ADP-Glo luminescence, 1 h; active compounds read low; activity change, negative = inhibition, % at 76.9 µM; 420,000 compounds, 0.13% hits; in the data active = activity change below about -50%; inconclusive = mostly about -30% to -49%;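 also: -100% = wells without enzyme as full effect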
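In this quantitative HTS, ADP production by PI4K2A was quantified luminescently after 1 h at ambient temperature; 100 microM adenosine served as plate-quality control.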
BAZ2B block – qHTS Assay for Inhibitors of BAZ2B | Bromodomain adjacent to zinc finger domain protein 2B (Homo sapiens), Q9UIF8 | AlphaScreen BAZ2B-H3K14Ac peptide displacement | Potency, µM (top dose mostly 114 µM), inactives show top-dose activity change, negative = inhibition, most hits filed as inhibitors | 360,000 compounds, 4.4% hits; also: potency is read from the fitted curve at half-maximal effect; % is scaled to controls: 0 for no effect and ±100 for the full control effect; nearly all actives have a fitted effect of over 60% in size
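Compounds, titrated to a top concentration of 110 uM, were incubated 30 min at room temperature with preformed BAZ2B/acetyl-K14 H3 peptide complex (50 nM each). Proximity signal was measured by AlphaScreen after 20 min with beads.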
ERG-DNA inh – qHTS for Small Molecule Inhibitors of the ERG Ets/DNA interaction. Transcriptional regulator ERG (Homo sapiens), P11308. fluorescence polarization, His-ERG Ets domain / labelled DNA. Potency, µM (titrated, usually from 76.9 µM), for inactives: top-dose FP activity, negative = inhibition, hits mostly inhibitors. 370,000 compounds, 0.028% hits. AID 624246, 2012; active = well fitted inhibition curve with a large enough effect in the polarisation, with a control signal flat; inconclusive = small, poorly fitted or top-dose-only effect, or effect the other way, or a change in a side signal; inactive = no such curve, though single readings can be large or run the other way; the % refers to the polarisation;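 also: polarization taken with two DNA probes labelled with fluorescein and Texas red; potency is read from the fitted curve at half-maximal effect; % of control where 0% means no effect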
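His-tagged ERG Ets domain (1 uM in the protein solution; 300mM KCl, 50mM Tris-HCl, 1mM EDTA, 1mM DTT, pH 7.5) received compound, then a probe mix of 5 nM fluorescein-DNA and 100nM Texas-615-DNA. Fluorescence polarization was read for both dyes.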
An asterisk follows results filed as active; i = inactive; u = inconclusive; x = no result given; [ ] = remark or other dose. Unless noted, calls follow the shape of the dose curve; as a rule, active = well fitted curve in the direction sought with a large enough effect; inconclusive = small, poorly fitted or top-dose-only effect, or another doubt; inactive = no such curve, though single readings can be large; an effect the other way counts as inactive or inconclusive.

Structure	PGK inhibitor	PI4K2A block	HP1b chromo inh	Pin1 inh	G9a block	ERG-DNA inh	JMJD2A Tudor inh	GLS inhibitor	BAZ2B block
Cc1ccccc1OCC(=O)NNC(=O)Nc1ccccc1	-5.3%	-0.7	50.3%[activator]	-1.7%	7.1%	-9.3%	-3.4%	11.7%	-25.9%
Cn1c(=O)c2nnn(/N=C(\c3ccccc3)C3CC3)c2n(C)c1=O	-8.8%	1.4	16.0%	-0.3%	-8.2%	-0.8%	-7.9%	5.2%	58.7%[activator]
COc1cccc(/C=C2\SC(=S)N(CCC(=O)NNC(=O)c3ccccc3OC)C2=O)c1	-2.0%	-1.7	14.2%	16.1%	27.5%	10.9%	1.4%	-5.0%	-2.0%
Fc1ccccc1-c1nc(NCc2ccccc2)c2ccccc2n1	i	-7.1	42.4%[activator]	7.9%	x	-11.0%	-6.8%	-2.3%	11.0%
Cc1ccc(S(=O)(=O)N2CCOCC2)cc1NC(=O)COC(=O)c1cccnc1Cl	-7.1%	1.4	26.2%	-1.7%	-25.4%	13.2%	6.9%	-1.7%	-1.1%
CN(NC1OC(=O)c2ccccc21)c1ncc(C(F)(F)F)cc1Cl (centres undefined)	-0.6%	2.4	18.0%	2.0%	-21.7%	8.4%	-9.0%	1.1%	-5.9%
COc1ccc(Cl)cc1NC(=S)NCCCN1CCCC1=O	-0.8%	0.5	51.7%[activator]	-5.3%	u	-5.7%	-4.8%	-1.0%	-15.2%
O=S(=O)(NCc1ccco1)c1cccc2cccnc12	7.3%	-2.2	19.3%	-1.4%	u	-0.2%	-20.3%	3.3%	-31.9%
CC(C)(C)c1ccc(OCCSc2nc(-c3cccs3)nc3cc(=O)[nH]n23)cc1	1.4%	0.6	33.3%	15.4%	5.3%[59 µM]	-0.7%	-9.4%	u	-11.8%
Nc1c(Cl)cc(-c2csc(NC(CO)c3nc4ccccc4n3CCOCCO)n2)cc1Cl (centres undefined)	5.2%	0.4	-7.6%	13.7%	x	3.7%	u	-0.4%	x
CCCNC(=O)Nc1ccc2c(c1)N(C)C(=O)c1ccccc1S2	-3.4%	1.2	-5.4%	-4.3%	10.4%[59 µM]	-3.2%	-6.9%	15.1%	-7.4%
Cc1ccc2c(CC(=O)Nc3c(C(=O)Nc4cccc(Cl)c4)oc4ccccc34)coc2c1C	-0.6%	1.2	29.2%	24.4%	-26.5%[59 µM]	-4.5%	0.7%	6.6%	-1.3%

(list continues)
Structure	PGK inhibitor	PI4K2A block	HP1b chromo inh	Pin1 inh	G9a block	ERG-DNA inh	JMJD2A Tudor inh	GLS inhibitor	BAZ2B block
O=C(C1=COCCO1)N1CCN(c2nc3ccc([N+](=O)[O-])cc3s2)CC1	-2.3%	1.5	28.2%	-2.2%	-8.5%	6.2%	0.7%	2.8%	-5.5%
Clc1ncccc1-c1nc2ccccc2s1	-7.1%	2.2	19.5%	-0.1%	39.3%[activator]	-2.0%	0.0%[11.4 µM]	6.3%	34.3%
CC(=O)c1ccc(N(C(=O)CNC(=O)c2ccco2)C(C(=O)NCC2CCCO2)c2ccccc2)cc1 (centres undefined)	-5.0%	-0.2	21.6%	-15.0%	u	-17.3%	-20.4%	9.5%	u
Cc1cccc(C)c1NC(=O)CSc1nnc(Cc2ccccc2)o1	i	-10.3	29.0%	-2.5%	-4.3%[59 µM]	-0.9%	-8.5%	15.9%	1.0%
O=C(CC(=O)NC1CCCCC1)N/N=C/c1ccccc1[N+](=O)[O-]	-0.9%	-1.1	20.7%	-1.5%	44.7µM*	-2.8%	2.1%	-14.5%	4.0%
Cn1c(SCc2c(Cl)cccc2Cl)nnc1-c1cccs1	3.8%	-1.1	19.0%	5.0%	-11.3%[59 µM]	7.6%	-6.9%	14.6%	19.6%
CN(CC1COc2ccccc2O1)C(=O)CSc1nncs1 (centres undefined)	-6.6%	-7.8	37.1%	3.3%	x	-5.4%	-6.8%	-6.3%	x
COC(=O)c1ccccc1NC(=O)CCCn1c(=O)c2cccn2c2cccnc21	0.5%	1.2	19.0%	-6.8%	-29.3%[59 µM]	0.0%	-20.9%	-18.4%	-10.8%
O=c1cc(N2CCN(Cc3ccccc3)CC2)c(-c2ccccc2)n[nH]1	-6.1%	4.2	16.9%	1.5%	88.4%[activator][59 µM]	-2.6%	-22.7%	-23.8%	4.7%
O=C(Nc1ccccc1Cl)NC1(C(=O)NCCCN2CCOCC2)CCCCC1	-3.2%	0.4	47.2%[activator]	-0.2%	-6.2%	-12.7%	-14.8%	3.5%	3.0%
CCOC(=O)C1CCN(S(=O)(=O)c2ccc(C(C)=O)cc2)CC1	-7.3%	-6.9	7.6%	-7.7%	-6.0%[59 µM]	6.7%	1.3%	-3.5%	3.9%
O=C(O)C1CCN(C(=O)c2ccccc2N2C(=O)[C@@H]3Cc4c([nH]c5ccccc45)C(c4cccc(Cl)c4)N3C2=O)CC1 (some centres undefined)	-9.7%	-1.5	-3.7%	-15.0%	-8.4%[12.7 µM]	1.9%	-14.3%	12.0%	-38.0%

(cont.)
Structure	PGK inhibitor	PI4K2A block	HP1b chromo inh	Pin1 inh	G9a block	ERG-DNA inh	JMJD2A Tudor inh	GLS inhibitor	BAZ2B block
Cc1ccc(NC(=O)CN(C)C(=O)c2ccc3[nH]c4c(c3c2)CC(C)CC4)cc1 (centres undefined)	-3.9%	3.0	u	5.9%	u	-8.7%	44.7µM*	11.1%	u
O=C(CCc1nc2ccccc2c(=O)[nH]1)OCc1cccc(C(F)(F)F)c1	-9.4%	-1.6	16.5%	-2.5%	-4.0%[59 µM]	-3.5%	-12.8%[57.1 µM]	7.4%	4.8%
COc1ccc(/C=N\NC(=O)c2cc(OCC(F)(F)F)ccc2OCC(F)(F)F)cc1	-9.0%	2.5	-3.8%	-2.7%	25.8%[59 µM]	-1.9%	-5.5%[11.4 µM]	-2.8%	-2.0%
Cc1ccc(S(=O)(=O)N2CCOCC2)cc1C(=O)OCC(=O)NC1CC1	7.4%	-0.9	27.7%	-0.7%	u	-4.2%	-12.8%	-0.5%	-6.4%
CC/C(=N/Nc1cccc(C)c1)c1cnnc(SC)n1	-1.3%	-1.0	17.2%	u	7.08µM*	-1.9%	56.2µM*	0.4%	-35.3%
CSc1nc(-c2ccccc2)nc(SC)c1C(C)=O	-3.7%	-5.1	83.7%[activator]	10.3%	-32.6%[12.7 µM]	u	55.8%[activator]	-1.7%	4.1%
COc1ccc(CSc2nnnn2C)cc1F	-5.5%	1.2	59.9%[activator]	-5.4%	5.8%[59 µM]	-13.2%	-7.5%[11.4 µM]	-4.1%	40.4%[activator]
Cc1cc(N2CCCC2)nc2ccc(NC(=S)NCCCOC(C)C)cc12	2.0%	-3.9	38.7%	15.1%	u	4.4%	-18.2%	-2.3%	u
N/C(=N\OC(=O)COc1ccc(Br)cc1Cl)c1cccnc1	-1.4%	1.9	15.1%	-4.4%	10.4%[59 µM]	-0.4%	-3.5%	11.2%	9.6%
CCN(c1ccccc1)c1cc(C)nc2ncnn12	-0.7%	-5.4	16.7%	-0.2%	13.0%[59 µM]	4.2%	-7.7%	-2.8%	-1.1%
CCOc1ccc(NC(=O)CSc2nc(N3CCOCC3)nc(N3CCOCC3)n2)cc1	4.1%	-1.5	29.2%	1.2%	-19.2%	-2.2%	-15.4%	-2.1%	-13.0%
CCn1cc(C(=O)N[C@@H](CCSC)C(=O)NC(C)(C)CO)c(=O)c2cc3c(cc21)OCO3	-3.5%	-5.5	13.1%	-10.4%	9.4%	-1.3%	-11.4%	-1.8%	-5.1%

Next section:
Structure	PGK inhibitor	PI4K2A block	HP1b chromo inh	Pin1 inh	G9a block	ERG-DNA inh	JMJD2A Tudor inh	GLS inhibitor	BAZ2B block
CCOC(=O)c1sc2nc(NC(=O)C(C)(C)C)sc2c1C	-0.2%	1.4	61.8%[activator]	3.3%	-20.8%	8.7%	1.4%	-4.0%	-4.8%
Cc1ccc(-c2n[nH]c(=S)n2/N=C/c2ccc(C)s2)cc1	2.4%	-1.9	29.7%	13.2%	2.6%[0.501 µM]	3.0%	u	-12.0%	-37.1%
CC(C)(CO)NC(=O)C(Cc1ccccc1)N1C(=O)c2ccccc2C1=O (centres undefined)	x	2.8	25.8%	-6.7%	-2.0%	4.1%	-9.4%	0.8%	9.6%
Cc1ccccc1CN1c2ccccc2-c2nc(SCC(=O)NCc3ccccc3)ncc2S1(=O)=O	0.5%	1.0	8.3%	21.3%	-6.0%[59 µM]	-10.9%	-12.7%	-2.9%	-24.5%
COc1ccc(-c2c(NC(=O)c3ccco3)n(C)c3ccccc3c2=O)cc1	-3.8%	2.5	10.1%	-4.7%	2.8%[59 µM]	6.7%	-0.7%	14.3%	-4.5%

Source: PubChem
